POLK inh = blocks human DNA polymerase kappa activity; purified Pol kappa, fluorescent DNA synthesis assay, 10 min; actives 0.53% (n = 400,000); AID 588579; Q9UBT6; Potency, µM (doses to about 107 µM), without a hit: at the highest dose activity, negative = inhibition, most hits filed as inhibitors; note: % is set by controls: 0 for no effect and ±100 for the full control effect
Target sequence (Q9UBT6 whole entry, looked up): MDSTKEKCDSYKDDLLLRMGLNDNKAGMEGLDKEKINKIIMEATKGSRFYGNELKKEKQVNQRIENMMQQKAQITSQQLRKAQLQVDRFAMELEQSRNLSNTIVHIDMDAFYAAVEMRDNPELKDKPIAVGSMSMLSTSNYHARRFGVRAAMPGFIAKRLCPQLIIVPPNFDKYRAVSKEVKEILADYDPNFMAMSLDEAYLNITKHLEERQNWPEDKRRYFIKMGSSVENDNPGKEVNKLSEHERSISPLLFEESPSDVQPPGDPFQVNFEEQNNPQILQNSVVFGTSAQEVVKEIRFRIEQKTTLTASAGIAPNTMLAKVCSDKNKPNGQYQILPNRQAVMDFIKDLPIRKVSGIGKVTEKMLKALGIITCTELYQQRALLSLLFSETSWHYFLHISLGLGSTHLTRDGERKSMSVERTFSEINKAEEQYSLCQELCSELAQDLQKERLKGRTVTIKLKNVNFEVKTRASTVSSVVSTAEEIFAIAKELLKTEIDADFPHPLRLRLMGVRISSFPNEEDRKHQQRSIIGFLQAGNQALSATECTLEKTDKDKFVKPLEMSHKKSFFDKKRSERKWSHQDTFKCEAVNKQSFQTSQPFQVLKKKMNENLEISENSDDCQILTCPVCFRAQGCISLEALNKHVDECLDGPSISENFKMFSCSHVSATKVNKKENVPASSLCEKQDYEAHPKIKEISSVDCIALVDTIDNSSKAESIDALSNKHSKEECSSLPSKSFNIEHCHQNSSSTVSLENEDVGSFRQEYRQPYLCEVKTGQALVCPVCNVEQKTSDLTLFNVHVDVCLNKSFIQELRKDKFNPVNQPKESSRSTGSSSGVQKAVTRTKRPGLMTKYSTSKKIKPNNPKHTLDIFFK
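Inhibition of 10 nM Pol kappa is measured by a fluorescent read-out at 0 and 10 min following addition of 50 nM substrate (final), with a 15-min room-temperature compound preincubation.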
Pol iota inh = inhibitors of human DNA polymerase iota. Q9UNA4. Pol iota fluorescent replication assay, 10 min. Potency, µM (titrated, usually from 115 µM), for the others: at the highest dose activity, negative = inhibition, actives largely listed as inhibitors. actives 1% (n = 390,000). AID 588590
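Pol iota at 10 nM preincubated 15 min with compounds at room temperature; reaction started with fluorescent substrate, 50 nM final. Fluorescence read kinetically at 0 and 10 min; buffer-only wells as negative control.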
BLM helicase inh = inhibitors of human Bloom syndrome helicase BLM; P54132; recombinant BLM DNA unwinding, fluorescence dequenching; Potency, µM (series often up to 56.1 µM), for inactives: at the highest dose activity change, negative = inhibition, hits mostly inhibitors; actives 0.2% (n = 350,000); AID 2528;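 note: plate controls were vehicle for no effect and no enzyme for full effect; nearly all actives have a fitted effect of over 35% in size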
POLH inh = blocks human DNA polymerase eta activity. recombinant Pol eta, fluorescent DNA replication assay. Potency, µM (titrated, usually from 114 µM), for the others: top-dose activity change, negative = inhibition, actives largely listed as inhibitors. actives 1.2% (n = 390,000). AID 588591; note: % is set by controls: 0 for no effect and ±100 for the full control effect
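Pol eta at 10 nM preincubated with compounds 15 min at room temperature; reaction started with fluorescent substrate (50 nM final) and read kinetically at 0 and 10 min.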
BAZ2B block = inhibitors of human BAZ2B bromodomain | Q9UIF8 | AlphaScreen BAZ2B-H3K14Ac peptide displacement | Potency, µM (titrated, usually from 114 µM), for the others: top-dose activity change, negative = inhibition, most hits filed as inhibitors | actives 4.4% (n = 360,000) | AID 504333; note: % is set by controls: 0 for no effect and ±100 for the full control effect; nearly all actives have a fitted effect of over 60% in size
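BAZ2B 50 nM plus b-H3(5-23)K14Ac 50 nM, PBS pH 7.4/0.01% Tween-20, 30 min RT; compound added (max 110 uM), 30 min RT; streptavidin donor/Ni-chelate acceptor beads 10 ug/mL final, 20 min dark; AlphaScreen read.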
Anesthetic bind = binds horse apoferritin like a general anesthetic. apoferritin/1-aminoanthracene competitive binding, fluorescence. Potency, µM (titrated, usually from 77.5 µM), for inactives: top-dose activity change, negative = displacement, hits mostly inhibitors. actives 0.074% (n = 350,000); note: % is set by controls: 0 for no effect and ±100 for the full control effect; nearly all actives have a fitted effect of over 20% in size
Target sequence (P02791 2-175 limits assumed): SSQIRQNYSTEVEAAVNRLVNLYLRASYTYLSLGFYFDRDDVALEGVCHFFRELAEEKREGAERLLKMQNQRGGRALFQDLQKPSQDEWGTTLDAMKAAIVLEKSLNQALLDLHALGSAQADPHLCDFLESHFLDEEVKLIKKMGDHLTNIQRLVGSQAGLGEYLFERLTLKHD
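Read-out: endpoint 1-AMA fluorescence, excitation 380 nm and emission 535 nm, after compounds sit 10 min at room temperature with 10 uM horse-spleen apoferritin in 50% saturated 1-AMA/PBS. Values come from four-parameter Hill fits.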
G9a block = G9a (human) methyltransferase inhibition; G9a H3K9 monomethylation, AlphaScreen, 2 h; actives 8.8% (n = 350,000); Q96KQ7; AID 504332; Potency, µM (titrated, usually from 102 µM), for inactives: top-dose activity, negative = inhibition, usual class: inhibitors; note: % is set by controls: 0 for no effect and ±100 for the full control effect; nearly all actives have a fitted effect of over 75% in size
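G9a (20 nM) preincubated 15 min RT with compounds, then 500 nM biotinylated H3K9 peptide and 20 uM SAM added; 2 h RT reaction. Monomethyl-H3K9 product detected by AlphaScreen with anti-H3K9me1 antibody, streptavidin donor and anti-rabbit IgG acceptor beads.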
APEX1 inh = inhibitors of human APE1 endonuclease; P27695; recombinant APE1, TAMRA/BHQ-2 abasic DNA cleavage fluorescence; Potency, µM (top dose mostly 65.8 µM), without a hit: at the highest dose activity change, negative = inhibition, usual class: inhibitors; actives 0.35% (n = 350,000); AID 2517;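 note: plate controls were vehicle for no effect and reference inhibitor for full effect; nearly all actives have a fitted effect of over 55% in size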
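APE1 at 0.75 nM preincubated 15 min at room temperature with compound. Reaction then started with 50 nM double-stranded THF-abasic substrate labelled with TAMRA/BHQ-2, and 525/598 nm fluorescence read kinetically. Activity taken as third-minus-first read difference, normalized to DMSO and NSC13755 controls.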
POLB inh = blocks human DNA polymerase beta activity; actives 1.3% (n = 340,000); Potency, µM (top dose mostly 114 µM), for inactives: at the top dose activity change, negative = inhibition, most hits filed as inhibitors; Pol beta primer extension/strand displacement, fluorescence kinetic; AID 485314; note: % is set by controls: 0 for no effect and ±100 for the full control effect
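Human Pol beta at 10 nM; strand-displacement substrate 50 nM final. Compound exposure 15 min at room temperature before start, reaction 10 min at room temperature.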
Starred values were filed as active, the others as inactive; ? = inconclusive; . = no result given; & = joins results of further samples; [ ] = another dose, or the depositor's remark. Calls come from the whole dose curve; as a rule, active = well fitted curve in the direction sought with a large enough effect; inconclusive = small, poorly fitted or top-dose-only effect, or another doubt; inactive = no such curve, though single readings can be large; an effect the other way counts as inactive or inconclusive. Potency is the fitted concentration of half-maximal effect. Only part of the results is shown, so the mix of outcomes need not match the whole.

SMILES	POLK inh	Pol iota inh	BLM helicase inh	POLH inh	BAZ2B block	Anesthetic bind	G9a block	APEX1 inh	POLB inh
CCn1cc(C(=O)NCCO)c(=O)c2cc(F)c(N3CCN(C)CC3)cc21	17%	21%	-7%	-17%	-17%	5%	?	-8%	25%
O=C(CSCc1cccc(F)c1)NCc1ccccc1	-3%	72%&13%[activator]	-16%&-8%	-16%&-9%	-2%&8%	-13%&-15%	30%	21%	-2%&40%
COc1cccc(-c2c(C(=O)N/N=C(\C)c3cccs3)nnn2-c2nonc2N)c1	-4%	1%	-4%	-4%	0%	-13%	-2%	76%[activator]	3%
CCS(=O)(=O)N1CCC(C(=O)NCc2cccs2)CC1	5%	2%	-8%	1%	-4%	6%	6%[59 µM]	-6%	-25%
COc1cc(/C=C2/SC(=S)N(CCC(=O)Nc3ccc(C(=O)O)cc3)C2=O)cc(OC)c1OC	-21%	-10%	-24%	56µM*	?	-2%	.	-21%	4%
CCn1nc(NS(=O)(=O)c2ccc(C)cc2)c2cc3ccccc3nc21	-1%	44%[activator]	-1%	?	-1%	-9%	.	-6%	13%
Cc1ccc(NC(=O)N2CCC(C(=O)NCC(C)C)CC2)cc1	-18%	7%	1%	-19%	12%	-9%	7%	3%	-8%
O=S(=O)(NCCNS(=O)(=O)c1ccccc1)c1ccccc1	0%	-4%	1%	-11%	-4%	-1%	?	4%	-14%
CCOC(=O)c1c(C)c(C(=O)NCCc2ccc(S(N)(=O)=O)cc2)c(C)n1CC	-11%	-7%	-6%	?	-6%	-6%	9%	-7%	-14%
Cc1ccc(NC(=O)N2CCCCC2)cc1NC(=O)N1CCCCC1	-4%	?	-4%	-2%	-3%	-9%	10%	-2%	12%
CCN(CC)c1ccc(NC(=O)c2cnn(CC)c2)cc1	-1%	5%	-5%	-2%	40µM*	?	16µM*	2%	13%
CC(=O)c1cccc(NC(=O)C2CC(=O)N(c3ccc4c(c3)OCCO4)C2)c1 (centres undefined)	-13%	21%	.	-18%	5%	.	?	3%	.
Cc1cc(NC(=O)/C(C#N)=C/c2ccco2)n(-c2ccccc2)n1	3%	79%[activator]	-1%	-16%	-11%	-12%	10%[59 µM]	0%	32%
COc1ccc([C@H]2CC(=O)C=C(c3ccccc3)C2)cc1	-10%	-8%	.	-7%	10%	.	-5%[0.501 µM]	-13%	.
O=C(O)/C=C\c1cn(-c2ccccc2)nc1-c1cc2ccccc2o1	1%	63%[activator]	1%	-13%	-37%	-5%	-30%	-6%	0%
O=C(c1cnccn1)N1CCC2(CC1)CCN(c1cccc(-c3ccccc3)c1)CC2	-9%[60.1 µM]	.	-6%	.	.	.	-6%[12.7 µM]	-16%	.
Cc1c(C)c2ccc(OCC(=O)NCCN3CCOCC3)cc2oc1=O	-8%	28%	5%	-10%	-2%	-7%	4%	12%	20%
CCCn1cc(S(=O)(=O)c2cccc(Cl)c2)c(=O)c2cc(F)c(N3CCN(CC)CC3)cc21	-12%	-4%	7%	-8%	-9%	-17%	-39%[59 µM]	.	-2%
CCCCCc1cc(=O)oc2c(C(CCN(CC)CC)c3cc(OC)c(OC)c(OC)c3)c(OC)cc(OC)c12 (centres undefined)	-18%	-21%	-6%	-20%	-31%	-8%	10%[59 µM]	4%	-14%
CCOC(=O)C(C)Sc1nc(-c2ccccc2)nc2ccc(F)cc12 (centres undefined)	-2%	10%	-6%	1%	48%[activator]	-7%	37%[0.501 µM]	1%	10%
Cc1cc(OCC(=O)N2CCOCC2)cc2oc(=O)c3ccccc3c12	-8%	10%	-12%	-7%	1%	1%	-41%[59 µM]	3%	39%
S=C1NCCc2ccccc2C1c1ccccc1 (centres undefined)	-6%	0%	2%	-2%	45µM*	-14%	?	29%	6%
OCCCc1nc2n(n1)C(c1cccc(Cl)c1)C=C(c1ccccc1)N2 (centres undefined)	-10%[60.1 µM]	5%	2%	-13%	-12%	996%[activator]	-11%[59 µM]	.	-1%
O=C(O)CSc1nnc(Cc2cccc3ccccc23)n1-c1cc(C(F)(F)F)cc(C(F)(F)F)c1	-5%	29%	-3%	-5%	-9%	4%	?	-5%	15%
CC(C)c1nnc(-c2ccc(Cl)cc2)c(N(C)C)n1	2%	5%	-2%	7%	-4%[57.1 µM]	?	42%[activator]	1%	29%

Some entries already given, reduced to APEX1 inh and Pol iota inh:
| smiles | APEX1 inh | Pol iota inh |
| --- | --- | --- |
| CCCn1cc(S(=O)(=O)c2cccc(Cl)c2)c(=O)c2cc(F)c(N3CCN(CC)CC3)cc21 | . | -4% |
| CCCCCc1cc(=O)oc2c(C(CCN(CC)CC)c3cc(OC)c(OC)c(OC)c3)c(OC)cc(OC)c12 (centres undefined) | 4% | -21% |

Continuation:
SMILES	POLK inh	Pol iota inh	BLM helicase inh	POLH inh	BAZ2B block	Anesthetic bind	G9a block	APEX1 inh	POLB inh
O=C(O)CCS(=O)(=O)Cc1ccccc1Cl	0%[60.1 µM]	37%[activator]	-1%	-13%	-1%	-8%	-1%[59 µM]	-1%	3%
CC(CNC(=O)COc1ccccc1)OC(=O)Nc1cccc(Cl)c1 (centres undefined)	-3%	26%	-7%	-17%	34%[activator]	-5%	45%[59 µM]	-2%	4%
CCOc1cc(/C=C2/NC(=O)N(CC(=O)OC)C2=O)ccc1OC	-8%	104%[activator]	-1%	-7%	10%	-8%	10%	0%	24%
Cc1cc(C)nc(Sc2ncnc3c2oc2ccccc23)n1	7%	-2%	2%	-9%	7%	-13%	.	-3%	14%
CCCCOc1ccc(CN(CCO)CCO)cc1[N+](=O)[O-]	-8%	?	-5%	-6%	-15%	-14%	-34%[59 µM]	?	11%
O=C(CSc1cn[nH]n1)Nc1cccc(C(F)(F)F)c1	-5%	12%	-1%	7%	3%	3%	?	25%[12.4 µM]	12%
C=C(C)CSc1nnc(-c2ccc(OC)cc2)n1N	-3%	-10%	-4%	-13%	0%	-10%	-2%[59 µM]	1%	22%
COc1cccc(CN(C)Cc2c(O)ccc3ccccc23)c1	-1%	-4%	-3%	3%	3%	-12%	8.9µM*	34%	6%
Cc1csc2c(=O)sc(NC(=O)c3ccc(F)cc3)nc12	-6%	42%[activator]	-3%	-8%	7%	-6%	.	0%	4%
COc1ccc(S(=O)(=O)N/N=C\c2ccccc2F)cc1	-14%	2%	-7%	7%	-2%	-7%	40µM*	25%	24%
O=C(N/N=C/c1ccc(Sc2ccccn2)o1)c1cccc([N+](=O)[O-])c1	1%	5%	-6%	-21%	-33%	-8%	-46%	-1%	-12%
CN(C)c1cc[n+](CC(=O)c2ccc(Br)cc2)cc1	-11%	68%[activator]	1%	-6%	-2%	-7%	-11%	-9%	43%
O=C1NC2(CCCC2)C(=O)N1CCS(=O)(=O)Oc1ccccc1	-9%	20%	-3%	4%	-11%	-8%	12%[12.7 µM]	-1%	2%
COCCCn1c(C)nnc1-c1cnn(-c2ccccc2)c1N	5%	12%	-2%	-20%	-14%	-3%	-20%	-5%	0%
CC(=O)NS(=O)(=O)c1ccc(NC(=O)CCC2CCCC2)cc1	-13%	6%	-2%	-4%	5%	-12%	0%[59 µM]	-2%	1%
Cc1cc(C(=O)CSc2nc3ccccc3c(=O)n2C)c(C)n1Cc1ccc2c(c1)OCO2	-3%	-15%	3%	2%	-2%	-18%	-16%[59 µM]	-6%	?
CC1CCCC(NC(=O)COC(=O)c2ccc3c(c2)OCCO3)C1C (centres undefined)	0%	25%	.	?	.	.	.	17%	.
COc1ccc2c(c1)c(C(=O)CN1CCN(Cc3ccccc3)CC1)c(C)n2C	-6%	45%[activator]	32%[activator]	-16%	-4%	-7%	.	14%	31%
Cc1ccc(CCNC(=O)CN2C(=O)COc3ccccc32)cc1	-7%	-5%	4%	-16%	7%	-2%	9%[12.7 µM]	4%	25%
Cc1cc[n+](Cc2ccc([N+](=O)[O-])cc2)cc1	2%	97%[activator]	2%	-9%	-9%	-1%	45µM*	5%	-24%
Cc1nc(N)nc(COc2ccccc2)n1	-15%	10%[58.9 µM]	-1%	-3%	-6%	-2%	8%	4%	1%
O=C(Nc1ccccc1O)c1c(O)c2c([nH]c1=O)CCCC2	-2%	5%	-12%	-14%	-22%	-22%	.	?	13%
COc1cccc(NC(=O)CN(C)CC(=O)c2c(N)n(Cc3ccccc3)c(=O)n(C)c2=O)c1	-2%	22%	.	-23%	15%	.	-2%[2.33 µM]	-11%	.

Quoted from the listing:
G9a block with `O=C(c1cnccn1)N1CCC2(CC1)CCN(c1cccc(-c3ccccc3)c1)CC2` is entered as -6%[12.7 µM]
Pol iota inh with `CCn1nc(NS(=O)(=O)c2ccc(C)cc2)c2cc3ccccc3nc21` is entered as 44%[activator]
APEX1 inh with `COc1ccc(S(=O)(=O)N/N=C\c2ccccc2F)cc1` is entered as 25%

With a hit mark in G9a block (from the list above):
Structure,POLK inh,Pol iota inh,BLM helicase inh,POLH inh,BAZ2B block,Anesthetic bind,G9a block,POLB inh
CCN(CC)c1ccc(NC(=O)c2cnn(CC)c2)cc1,-1%,5%,-5%,-2%,40µM*,?,16µM*,13%
COc1cccc(CN(C)Cc2c(O)ccc3ccccc23)c1,-1%,-4%,-3%,3%,3%,-12%,8.9µM*,6%
COc1ccc(S(=O)(=O)N/N=C\c2ccccc2F)cc1,-14%,2%,-7%,7%,-2%,-7%,40µM*,24%
Cc1cc[n+](Cc2ccc([N+](=O)[O-])cc2)cc1,2%,97%[activator],2%,-9%,-9%,-1%,45µM*,-24%
